IMP-1 inh: blocks Pseudomonas aeruginosa IMP-1 metallo-beta-lactamase; purified IMP-1, nitrocefin hydrolysis, epi-absorbance fluorescence; inhibition, % at 5.6 µM; actives 0.45% (n = 290,000); AID 1556;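 active = inhibition above the mean plus 3 SD of all compounds in the same screening run, cut at about 4.5% in these data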;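 note: 0% = IMP-1 with DMSO and 100% = DMSO wells lacking enzyme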
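System: purified IMP-1; amount: IMP-1 0.2 nM before substrate addition; compound: single dose, 5.6 µM; times: 25 °C, 15 min preincubation, 25 min reaction; signal: Epi-absorbance via hydrolysed-nitrocefin quenching of white-plate fluorescence, 480/530 nm, EDTA stop; benchmarks: DMSO with and without IMP-1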
PfM18AAP inh: PfM18AAP enzyme inhibition | recombinant PfM18AAP, H-Glu-NHMec fluorogenic cleavage | inhibition, % at 7.35 µM | actives 1.2% (n = 290,000) | AID 1822;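 active = inhibition above the campaign mean inhibition over all tested compounds plus 3 SD, cut at about 28% in these data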;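 note: 0% = plate median of test compound wells and 100% = 2 mM ZnCl2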
VIM-2 inhibitor: blocks Pseudomonas aeruginosa VIM-2 metallo-beta-lactamase; purified VIM-2, nitrocefin hydrolysis, epi-absorbance fluorescence; inhibition, % at 5.6 µM; actives 0.89% (n = 290,000); AID 1527;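 active = inhibition above the mean of all tested compounds plus 3 SD, cutoff set per screening run, cut at about 7.5% in these data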;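 note: red hydrolysis product quenches plate fluorescence so inhibitors raise well fluorescence; 0% = enzyme with DMSO and 100% = DMSO without enzyme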
IDE inh: inhibitors of human insulin-degrading enzyme in cells; P14735; HEK cells, FAbetaB cleavage, fluorescence polarization; actives 0.41% (n = 320,000); inhibition, % at 5.59 µM;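 active = percent inhibition above the average of all tested compounds plus 3 SD, set per screening campaign, cut at about 16% in these data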;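 note: IDE supplied by intact live HEK cells; FP after avidin binding of uncleaved biotin substrate so inhibition keeps polarization high; 0% = DMSO wells and 100% = 60 µM reference IDE inhibitor Ii1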
Target sequence (P14735 whole entry, looked up): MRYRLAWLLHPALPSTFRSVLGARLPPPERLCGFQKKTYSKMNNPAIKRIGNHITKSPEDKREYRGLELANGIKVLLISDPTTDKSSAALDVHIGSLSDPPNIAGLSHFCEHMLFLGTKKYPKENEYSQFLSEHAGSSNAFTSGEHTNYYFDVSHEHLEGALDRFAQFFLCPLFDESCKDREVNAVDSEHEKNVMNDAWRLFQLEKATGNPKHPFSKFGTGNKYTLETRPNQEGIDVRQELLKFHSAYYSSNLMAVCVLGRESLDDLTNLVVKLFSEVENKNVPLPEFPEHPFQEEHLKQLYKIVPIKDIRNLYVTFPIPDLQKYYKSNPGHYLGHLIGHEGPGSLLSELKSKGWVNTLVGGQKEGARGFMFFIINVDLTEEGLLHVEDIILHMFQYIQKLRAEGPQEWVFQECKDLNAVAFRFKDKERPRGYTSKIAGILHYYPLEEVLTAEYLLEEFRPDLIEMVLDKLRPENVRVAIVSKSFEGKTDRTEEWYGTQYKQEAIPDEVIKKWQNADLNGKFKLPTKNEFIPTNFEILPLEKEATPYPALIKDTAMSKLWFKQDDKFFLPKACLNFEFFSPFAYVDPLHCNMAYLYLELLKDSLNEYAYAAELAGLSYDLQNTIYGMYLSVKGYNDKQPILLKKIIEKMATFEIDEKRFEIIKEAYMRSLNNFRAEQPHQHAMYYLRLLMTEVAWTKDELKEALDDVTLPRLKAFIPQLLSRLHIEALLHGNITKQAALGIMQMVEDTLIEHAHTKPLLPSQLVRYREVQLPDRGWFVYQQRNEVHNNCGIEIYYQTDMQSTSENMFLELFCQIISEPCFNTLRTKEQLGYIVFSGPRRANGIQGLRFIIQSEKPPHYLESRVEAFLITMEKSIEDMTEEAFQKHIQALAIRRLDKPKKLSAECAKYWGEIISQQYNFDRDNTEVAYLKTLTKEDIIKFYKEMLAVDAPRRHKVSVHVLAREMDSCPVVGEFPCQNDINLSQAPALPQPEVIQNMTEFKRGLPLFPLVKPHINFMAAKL
pCIP destab: compounds decreasing mouse p/CIP protein stability | decrease of EGFP signal, % at 10 µM | Q05BA5 | actives 0.01% (n = 290,000) | F442A p/CIP-EGFP cells, EGFP fluorescence, 16 h;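 active = EGFP signal decrease of at least 30% at 10 µM or well 3 SD below plate mean, unless failing retest; inactive = the rest, including hits failing retest or dose response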; note: some compounds called inactive have numbers as strong as hits; many of its hits are not listed in these tables
DNA FID counter: counter-screen for HCV NS3 helicase inhibitors: DNA intercalator displacement | AID 1845 | DNA fluorescent intercalator displacement, fluorescence | actives 0.17% (n = 290,000) | inhibition, % at 7.9 µM; in the data active = inhibition above about 37%;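 note: 0% = vehicle and 100% = reference compound; higher means more ethidium bromide displaced from hairpin DNA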
NS3 helicase inh: blocks Hepatitis C virus NS3 helicase unwinding | NS3 helicase DNA unwinding, Cy5 molecular beacon fluorescence | inhibition, % at 10.9 µM | actives 0.56% (n = 290,000) | AID 1800;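 active = inhibition above the mean of all tested compounds plus 3 SD, set per campaign, cut at about 35% in these data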;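 note: 0% = DMSO wells and 100% = thioflavine S control wells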
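System: Hepatitis C virus NS3 helicase domain fragment enzyme | Reagent: Annealed dual-labelled DNA beacon duplex, ATP-started | Compound dosing: 10.9 µM single point, 0.8% DMSO | Incubation: 1 h reaction at 25 °C, ATP-initiated | Technique: Cy5 fluorescence | Evaluation: Percent inhibition from t60/t0 fluorescence ratio | Benchmarks: Low DMSO, high thioflavine S at 110 µM | Replication: Singlicate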
SUMO HTRF inh: blocks human SUMOylation mediated by UBC9; P63279; HTRF SUMOylation assay, SAE1/SAE2 + UBC9, in vitro; inhibition, % at 35 µM; actives 0.36% (n = 290,000); AID 2006; in the data active = inhibition above about 50%, passing the limit was not always enough; note: strong numbers were not always called active
IDE cell activ: boosts human insulin-degrading enzyme activity in HEK cells. FAbeta-B cleavage, fluorescence polarization; 0% vehicle, 100% cell-free pure enzyme wells. activation, % at 5.96 µM. actives 0.073% (n = 340,000);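 active = activation above the mean of all tested compounds plus 3 SD, set per screening campaign, cut at about 17% in these data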
Numbers without * were called inactive; / = no result given.

SMILES	IMP-1 inh	PfM18AAP inh	VIM-2 inhibitor	IDE inh	pCIP destab	DNA FID counter	NS3 helicase inh	SUMO HTRF inh	IDE cell activ
N=C(N)c1c(O)n(C2CCCCC2)c(=O)n(C2CCCCC2)c1=O	-1.3	6.6	-2.5	-6.7	-0.1	-13.1	-12.4	-24.9	-5.8
CCOC(=O)C(O)(c1ccc(N(CC)C(=O)COc2ccccc2)cc1)C(F)(F)F (stereo not given)	-1.9	0.6	-1.5	13.2	-9.5	-31.8	-3.0	9.9	-1.9
Cn1cccc1/C=C1\C(=O)NC(=O)N(CCC2=CCCCC2)C1=O	-1.9	4.1	-2.7	/	-3.4	-13.5	20.6	30.1	4.8
Cc1ccc(NP(=O)(c2ccccc2)c2nc3ccccc3s2)cc1 (stereo not given)	-2.1	-3.0	-1.1	-2.6	-11.1	-24.5	-12.0	3.8	-2.0
c1ccc(CNC2=NCCS2)cc1	-2.9	6.8	-1.6	-2.0	0.0	1.1	2.8	13.0	1.7
CCNC(=O)C1OC(n2cnc3c(N)ncnc32)C(O)C1O (stereo not given)	-1.6	-0.7	-1.3	7.7	/	-0.1	-2.1	/	3.2
O=P(Nc1ccccc1)(Nc1ccccc1)Oc1ccccc1	-4.4	-11.1	-0.9	-4.3	-1.8	-29.7	-3.4	-10.5	-1.7
[N-]=[N+]=NCc1cn2cccnc2n1	-2.6	-3.9	-3.0	3.3	6.9	-1.3	-5.9	12.8	6.4
O=C(COC(=O)Cc1ccccc1)Nc1ncc(Cl)cc1Cl	-2.5	-2.8	-1.3	4.9	-12.6	-3.4	-6.0	12.1	1.8
CCOc1ccccc1-n1c(O)c(C=NCCCN(CC)CC)c(=O)[nH]c1=O	-1.1	11.4	-1.8	3.7	4.0	11.8	4.0	9.5	7.8
CCN(CC)C(=O)c1ccc(NC(=O)CN2CCc3cc(OC)c(OC)cc3C2)cc1	-3.4	3.0	-2.1	4.0	4.8	-25.0	7.6	11.7	-1.4
CC(=O)N1CCC(N2CCCC(C(=O)c3cccc(Cl)c3)C2)CC1 (stereo not given)	-1.2	1.8	-0.3	4.8	-23.2	4.4	-12.9	1.1	2.2
Cc1cccc(OCC(=O)N2CCN(Cc3ccncc3)CC2)c1	-1.3	0.8	-3.0	6.6	4.0	-1.6	-1.9	9.3	1.8
CNCC1(c2ccccc2)CCCC1	-1.7	-0.6	-6.3	-0.6	-1.5	-3.0	9.2	1.0	2.0
CCn1c(O)c(N=Nc2ccc(S(=O)(=O)N3CCOCC3)cc2)c(=O)n(CC)c1=S	-0.8	4.4	-0.8	-0.1	-10.8	-1.5	1.3	8.3	1.0
Cc1ccc2c(c1)CC1(CN2C)C(=O)NC(=O)N(CCC2=CCCCC2)C1=O (stereo not given)	-3.7	4.7	-2.5	0.0	-18.5	-16.5	1.9	1.3	2.3
O=C1C2C3CCC(O3)C2C(=O)N1CCO (stereo not given)	-0.1	-2.8	0.0	-4.0	-2.6	-2.9	2.9	14.4	-1.4
O=C(Cc1ccccc1)NC(Cc1ccc(Cl)cc1)C(=O)O (stereo not given)	-0.6	-9.7	-1.1	1.6	-2.6	-10.6	6.9	12.3	3.6
COc1ccc(-n2c(O)c(C(C)=NCCc3c[nH]c4ccccc34)c(=O)[nH]c2=O)cc1	-2.8	2.5	-5.0	4.7	-10.4	-5.3	13.7	3.4	/
Fc1ccc(Cn2nnnc2CN2CCC(n3nnc4cc(C(F)(F)F)ccc43)CC2)cc1	-2.3	-8.5	-0.9	2.1	-4.8	-3.8	11.0	-5.1	3.1
CCN1C(=O)C(=C2C=C(C)N(Cc3ccco3)C(C)=C2)C(=O)N(CC)C1=S	-2.3	0.9	-1.1	4.8	-27.3	-13.8	-0.5	10.8	2.7
CN(C)/C=C1/C(=O)NC(=O)N(CCNc2ncc(C(F)(F)F)cc2Cl)C1=O	-1.5	-0.8	-1.5	2.1	-12.7	-26.1	9.3	6.5	-0.9
Cc1cc(N2C(=O)C3CCCN3C2c2sccc2C)no1 (stereo not given)	-4.1	2.7	-2.8	-1.3	-10.8	2.1	-1.0	25.9	-1.2
CC(=O)O[C@H]1C(=O)[C@@]2(C)C([C@H](OC(=O)c3ccccc3)[C@]3(O)C[C@H](O)C(C)=C1C3(C)C)[C@]1(OC(C)=O)CO[C@@H]1C[C@H]2O (stereo not given in full)	-1.7	-1.5	-3.1	-0.6	6.0	-15.7	10.8	3.0	6.2
CN(C)C=C1C(=O)N(C2CCCCC2)C(=O)N(C2CCCCC2)C1=O	-2.9	2.3	-2.2	0.2	-15.3	0.7	13.3	9.4	6.9
SMILES	IMP-1 inh	PfM18AAP inh	VIM-2 inhibitor	IDE inh	pCIP destab	DNA FID counter	NS3 helicase inh	SUMO HTRF inh	IDE cell activ
CC(C(=O)N1CCC2(CC1)OCCO2)C1Sc2ccccc2NC1=O (stereo not given)	-1.5	4.2	-1.6	0.0	-5.1	-14.8	4.8	-16.1	1.8
Cc1cccc(NC(=O)N2CC3CC(C2)c2cccc(=O)n2C3)c1 (stereo not given)	-1.7	-2.4	0.9	0.2	0.2	-4.4	-7.6	-3.9	3.5
C1CCC2S[C@H]3CCCCC3NC2C1 (stereo not given in full)	-3.5	0.3	-1.1	-1.0	-3.1	-4.3	-4.9	2.8	-0.4
Cc1cccc(CN2CCCN(Cc3ccc(Cl)cc3)S2(=O)=O)c1	-0.4	-4.9	0.6	-9.4	1.4	-16.8	-14.4	-14.5	1.9
Cc1cc(=O)oc2cc(OCC(=O)N3CCC(C(=O)O)(c4ccccc4)CC3)ccc12	-4.3	-0.1	-3.2	1.3	1.4	-40.1	-8.3	16.7	3.1
O=c1c2cc(Br)ccc2[nH]c(=S)n1-c1ccccc1	-4.6	-0.7	-3.8	3.1	-5.3	9.2	1.1	16.7	1.1
CN1c2ccc([N+](=O)[O-])cc2CC2(C(=O)NC(=O)N(c3ccccc3)C2=O)C1c1ccccc1 (stereo not given)	-3.1	0.8	-1.7	-1.7	-7.5	-3.3	-4.4	11.7	4.3
O=C1NC(=O)C(=Cc2cc(Cl)ccc2OCc2ccc(C(=O)O)cc2)C(=O)N1	-0.6	8.1	-0.9	3.2	15.7	-13.2	7.3	1.9	4.1
CC(C)C12CN3CCN(CC(C3)C1O)C2 (stereo not given)	-1.2	-10.4	-0.8	-1.8	-10.1	-1.5	-3.2	8.8	3.8
CCOc1cc2c(cc1OCC)-n1cccc1C(c1ccc(C)cc1C)NC2 (stereo not given)	-1.8	6.2	-1.6	2.0	-0.7	18.7	-63.8	-9.7	4.6
CCOC(=O)Cn1cc([N+](=O)[O-])nc1[N+](=O)[O-]	-3.3	3.1	-0.5	5.5	-6.9	0.8	4.4	-5.3	6.1
CC(C)COC(=O)c1ccccc1C(=O)OCC(C)C	/	/	/	-4.5	4.0	/	/	-17.7	0.8
C[N+]1(C)C2CCC1CC(OC(=O)C(CO)c1ccccc1)C2 (stereo not given)	-3.0	5.2	-3.4	-3.3	-12.7	2.6	1.8	-11.8	1.4
CN1C(=O)NC(=O)[C@]2(Cc3ccccc3N3CCN(c4ccccc4)CC32)C1=O (stereo not given in full)	-3.0	8.2	-1.3	-0.4	7.3	-10.7	9.8	8.7	7.9
COCCCn1c(-c2ccc(OC)cc2)cc(C(=O)NC2CCCCCCC2)c1C	-1.5	-5.8	-1.7	-1.9	9.0	-26.5	-4.2	-15.2	-0.2
COc1ccc(-n2c(O)c(C=NCc3ccc4c(c3)OCO4)c(=O)[nH]c2=O)cc1	-0.7	-16.3	0.0	3.1	-2.2	-9.8	1.0	17.7	3.6
O=c1[nH]c(=O)n(-c2cccc(Cl)c2)c(O)c1C=NCCN1CCCCC1	-5.6	7.0	-1.7	1.3	4.3	1.3	6.4	11.9	-0.9
CC1CN=C(Nc2ccc(N(C)C)cc2)S1 (stereo not given)	-5.5	1.6	-3.2	0.2	0.8	-2.1	-4.9	-28.8	2.9
COc1ccc(N2C(=O)CC(N3CC=C(c4ccccc4)CC3)C2=O)cc1 (stereo not given)	-1.0	-1.1	-3.1	-3.5	-7.7	-20.5	0.3	3.9	1.8
CC(=O)c1cn(CCCOc2ccccc2)c2ccccc12	-2.2	0.4	-2.8	1.5	-11.1	-16.9	6.6	16.3	-2.0
O=C(Cc1ccccc1)N1CCN(C/C=C/c2ccccc2)CC1	-3.0	-0.1	1.9	-1.2	-5.5	-8.3	-2.4	23.8	-3.9
COCC(C)OC(=O)c1c(N)n(Cc2ccco2)c2nc3ccccc3nc12 (stereo not given)	-1.4	15.8	-0.1	4.3	-0.8	-7.6	4.4	29.2	-3.7
Cc1ccc(N(C)C(=O)Oc2cccc3cccnc23)cc1	-4.2	0.0	-2.7	1.3	-7.0	-24.5	3.6	8.1	8.4
CC(=O)c1cn(Cc2ccccc2F)c2ccccc12	-1.8	-1.1	1.5	/	-13.4	-11.0	6.3	-16.3	-1.4
CCOC(=O)C1C2NC(=O)N(Cc3ccccc3)C1(C)Oc1c(OC)cccc12 (stereo not given)	-1.2	7.0	-2.5	-2.9	-3.0	-17.0	4.6	-1.6	10.1
SMILES	IMP-1 inh	PfM18AAP inh	VIM-2 inhibitor	IDE inh	pCIP destab	DNA FID counter	NS3 helicase inh	SUMO HTRF inh	IDE cell activ
CCC(=O)O[C@@H]1[C@@H](OC(C)=O)[C@@]2(O)C(C[C@H](O)C2(C)C)[C@](C)(O)[C@H]2CC[C@@H]3[C@@H](O)[C@]12C[C@@]3(C)O (stereo not given in full)	-1.4	0.9	-1.1	2.8	-4.6	0.1	1.2	-8.8	-4.8
N#CCCn1cc(C(=O)NCc2ccccc2)c(-c2ccccc2)n1	-2.2	0.9	-4.0	-3.8	-2.4	-6.4	0.4	8.4	4.1
CCc1cc2c(s1)NC(=O)CN=C2c1cccs1	-1.7	0.2	-3.0	0.2	-10.3	-3.8	-3.9	11.6	6.5
O=[N+]([O-])c1ccc(N2CCNCC2)c2ncccc12	-3.6	6.9	-1.8	/	-0.2	5.4	-1.4	1.9	/
CCOC(=O)c1c(C=O)c2ccccc2n1Cc1ccccc1F	-3.2	0.1	-0.4	5.1	-18.7	-15.0	-1.7	-4.9	-2.4
c1ccc2[nH]c(CCNC3CCCCC3)nc2c1	-2.0	0.9	-2.9	5.4	-8.0	0.2	-3.4	4.8	5.5

Compound profiles, from the list above. Order of values: IMP-1 inh	PfM18AAP inh	VIM-2 inhibitor	IDE inh	pCIP destab	DNA FID counter	NS3 helicase inh	SUMO HTRF inh	IDE cell activ
Profile of CCOC(=O)c1c(C=O)c2ccccc2n1Cc1ccccc1F = -3.2	0.1	-0.4	5.1	-18.7	-15.0	-1.7	-4.9	-2.4
Profile of O=[N+]([O-])c1ccc(N2CCNCC2)c2ncccc12 = -3.6	6.9	-1.8	/	-0.2	5.4	-1.4	1.9	/
Profile of CCc1cc2c(s1)NC(=O)CN=C2c1cccs1 = -1.7	0.2	-3.0	0.2	-10.3	-3.8	-3.9	11.6	6.5

Compound activity from PubChem BioAssay.

The list is partial; the hit share may differ from the screen's.
